Source: PubChem BioAssay (several laboratories)
VLA-4 inh = inhibition in a human VLA-4 binding assay; actives 0.2% (n = 330,000); VLA-4 expressing cells, ligand binding flow cytometry; inhibition, % (about 7 µM as worked out from the volumes in the protocol); AID 2557; in the data active means inhibition above about 50%
CR mimetic SO = caloric restriction mimetics inhibiting age-related superoxide in yeast; S. cerevisiae aged cells, superoxide DHE fluorescence; hits give low values; superoxide response (% of plate mean), % at 10 µM; actives 0.18% (n = 330,000); AID 2690;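 active means superoxide response under a set limit, about three screen SD below normal, cut at about 65% in these data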;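 further: yeast aged for seven days with compound at 30 °C before DHE staining; 100% = average MFI of all compound-treated wells on the plate with controls excluded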
MEX-5 binding = C. elegans MEX-5 TCR-2 RNA binding activity; MEX-5/FITC-TCR2 RNA binding, fluorescence polarization; hits give low values; activity score (negative = inhibition of binding), % at 10 µM; actives 0.38% (n = 300,000); AID 1832;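 active means inhibition past about -25% in most replicates, and total fluorescence under double the plate's negative control median, limit read from the data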;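 further: 0% = DMSO and -100% = 5 µM competing unlabeled TCR2 RNA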
BCLXL inh = Bcl-xL (human) inhibition. inhibition, % at 10.9 µM. AID 2129. actives 0.7% (n = 320,000). Q07817. GST-Bcl-xL / FITC-Bim BH3 peptide fluorescence polarization;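 active means inhibition above the mean of all tested compounds plus 3 SD, cutoff set per campaign, cut at about 30% in these data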;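 further: 0% = DMSO wells and 100% = unlabeled Bim-BH3 peptide competitor; inhibitors lower millipolarization by displacing the labeled peptide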
Target sequence (Q07817 whole entry, looked up): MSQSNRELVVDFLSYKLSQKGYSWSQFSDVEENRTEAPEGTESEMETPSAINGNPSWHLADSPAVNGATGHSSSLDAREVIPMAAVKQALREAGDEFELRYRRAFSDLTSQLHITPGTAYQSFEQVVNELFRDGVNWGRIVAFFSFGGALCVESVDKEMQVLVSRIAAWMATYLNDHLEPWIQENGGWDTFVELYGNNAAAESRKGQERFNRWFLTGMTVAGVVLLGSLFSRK
GLD-1 TGE inh = GLD-1-TGE RNA interaction inhibition (C. elegans) | Q17339 | actives 0.44% (n = 320,000) | inhibition, % at 5.96 µM | purified GLD-1 + fluorescein TGE RNA, fluorescence polarization;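 active means percent inhibition above a per-plate cutoff, the plate mean of test compounds plus 3 SD, cut at about 30% in these data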;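 further: 0% = DMSO wells with GLD-1 and probe and 100% = wells lacking GLD-1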
Target sequence (Q17339 whole entry, looked up): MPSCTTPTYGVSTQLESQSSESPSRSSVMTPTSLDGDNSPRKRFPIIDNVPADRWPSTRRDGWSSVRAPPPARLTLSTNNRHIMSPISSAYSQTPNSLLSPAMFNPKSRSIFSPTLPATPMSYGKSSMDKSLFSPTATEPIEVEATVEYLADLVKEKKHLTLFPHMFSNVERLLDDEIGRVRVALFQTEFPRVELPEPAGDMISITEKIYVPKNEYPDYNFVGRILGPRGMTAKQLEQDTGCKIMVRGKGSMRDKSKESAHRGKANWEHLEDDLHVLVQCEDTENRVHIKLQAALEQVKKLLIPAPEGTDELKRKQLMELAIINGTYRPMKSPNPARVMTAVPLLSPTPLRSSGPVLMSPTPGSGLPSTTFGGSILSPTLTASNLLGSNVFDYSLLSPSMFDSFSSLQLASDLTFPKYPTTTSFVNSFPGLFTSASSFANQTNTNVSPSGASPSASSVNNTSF
CIT2-GFP yeast = yeast TOR pathway CIT2-GFP modulation. S. cerevisiae CIT2-GFP strain, flow cytometry, 3 h; 100 means same as DMSO wells. GFP response vs DMSO, % at 10 µM. actives 0.065% (n = 320,000);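 active means GFP response relative to DMSO above a set limit, near the screen mean plus 3 SD, cut at about 150% in these data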;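 further: ratio of well median GFP fluorescence to mean of DMSO wells on the plate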
MCL1 BIM primary = MCL1-BIM-BH3 interaction inhibition (human). GST-MCL1 / FITC-Bim-BH3 fluorescence polarization. inhibition, % at 10.9 µM. actives 0.68% (n = 320,000);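 active means inhibition above the mean inhibition of all tested compounds plus 3 SD, set per campaign, cut at about 40% in these data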;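 further: 0% = DMSO wells and 100% = unlabeled Bim-BH3 peptide control; higher means more loss of mP so more displacement of Bim peptide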
Target sequence (Q07820 whole entry, looked up): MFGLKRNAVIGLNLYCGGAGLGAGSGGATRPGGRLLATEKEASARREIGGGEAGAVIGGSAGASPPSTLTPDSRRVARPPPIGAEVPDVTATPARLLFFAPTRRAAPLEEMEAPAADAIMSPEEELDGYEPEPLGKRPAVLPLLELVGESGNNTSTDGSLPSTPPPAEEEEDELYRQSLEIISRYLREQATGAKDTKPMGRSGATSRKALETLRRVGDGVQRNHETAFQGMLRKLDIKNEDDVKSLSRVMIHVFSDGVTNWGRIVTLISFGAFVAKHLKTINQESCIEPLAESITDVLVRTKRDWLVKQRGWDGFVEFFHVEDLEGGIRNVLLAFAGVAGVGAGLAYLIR
GRK2 aptamer HTS = inhibitors of human GRK2 displacing RNA aptamer; P25098; bead flow cytometry, FAM-aptamer displacement from GRK2; inhibition of aptamer binding, % at 10 µM; actives 0.59% (n = 330,000); AID 488847;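 active means inhibition of aptamer binding above 40%, roughly 3 SD of noise, on plates passing a quality check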;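 further: median bead fluorescence of bound FAM aptamer so fluorescent compounds give negative values; no value below 0 was filed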
AGP1 TOR yeast = yeast TOR pathway AGP1-GFP modulation. S. cerevisiae AGP1-GFP multiplex flow cytometry, 3 h; GFP as percent of DMSO wells. GFP response vs DMSO, % at 10 µM. actives 0.02% (n = 320,000). AID 2066;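 active means GFP response relative to DMSO above a set limit, near screen average plus 3 SD, cut at about 150% in these data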;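 further: median GFP channel fluorescence of the gated AGP1 strain per well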
* hit, by the source's call; . = no result given. Outcome played no part in choosing rows; about 2.1% have a hit in one of these screens.

SMILES	VLA-4 inh	CR mimetic SO	MEX-5 binding	BCLXL inh	GLD-1 TGE inh	CIT2-GFP yeast	MCL1 BIM primary	GRK2 aptamer HTS	AGP1 TOR yeast
CN(CCc1ccccn1)C(=O)Nc1ccc(F)cc1	21	91	1.4	6	6	90	5	1	90
Cc1nc2ccccc2c(=O)n1NC(=O)c1ccc(C(C)(C)C)cc1	13	97	-0.2	12	-11	97	-4	2	100
O=[N+]([O-])c1ccc(NCc2ccc3c(c2)OCO3)cc1	-19	103	1.8	0	3	91	0	2	93
CCNc1nc2cccnc2s1	4	103	0.8	4	4	110	-2	0	102
Brc1ccc(-c2nnc(-c3ccccc3)o2)o1	3	89	-3.0	7	0	92	8	5	92
CCOc1ccc(-c2nnc3ccc(SCC(=O)N4CCCCC4)nn23)cc1	18	96	2.4	3	0	109	7	4	108
O=C(CCC1CCCCC1)Nc1ccccc1-c1ccccc1	-8	98	1.9	6	6	.	3	.	106
CCOC(=O)c1cc(-c2ccc(Cl)s2)[nH]n1	18	104	2.9	1	0	90	6	4	89
COc1ccccc1S(=O)(=O)CC(O)COc1ccc(C#N)cc1 (centres undefined)	5	110	1.3	5	2	106	6	0	95
COc1ccc(/C=C/C(=O)NCCOc2ccccc2OC)cc1	-4	100	1.7	-8	-1	.	-8	0	.
O=C(c1ccc(Cl)c(S(=O)(=O)Nc2ccccc2C(=O)N2CCc3ccccc3C2)c1)N1CCc2ccccc2C1	-4	91	1.1	7	0	95	1	1	104
Cc1ccc(C(=O)N2CCN=C2SCc2ccc([N+](=O)[O-])cc2)cc1C	29	107	4.9	-3	-22	93	-6	0	101
O=C(OC1CCOC1=O)c1ccc2ncsc2c1 (centres undefined)	-1	98	-2.4	6	1	99	4	2	101
O=C(CSc1ccc(-c2cccnc2)nn1)Nc1ccc(F)cc1	-1	75	1.9	-2	1	97	4	6	95
COc1cc2c(cc1/C=C/C(=O)O)OC(C)C2 (centres undefined)	5	120	4.0	0	1	101	1	4	92

5 entries already listed, arranged by their value in GLD-1 TGE inh, low to high.
Molecule	GLD-1 TGE inh
Cc1ccc(C(=O)N2CCN=C2SCc2ccc([N+](=O)[O-])cc2)cc1C	-22
CCOC(=O)c1cc(-c2ccc(Cl)s2)[nH]n1	0
COc1cc2c(cc1/C=C/C(=O)O)OC(C)C2 (centres undefined)	1
CCNc1nc2cccnc2s1	4
O=C(CCC1CCCCC1)Nc1ccccc1-c1ccccc1	6

3 compounds from above, sorted by molar mass, largest number first.
SMILES	VLA-4 inh	CR mimetic SO	MEX-5 binding	BCLXL inh	GLD-1 TGE inh	CIT2-GFP yeast	MCL1 BIM primary	GRK2 aptamer HTS	AGP1 TOR yeast
Cc1nc2ccccc2c(=O)n1NC(=O)c1ccc(C(C)(C)C)cc1	13	97	-0.2	12	-11	97	-4	2	100
Brc1ccc(-c2nnc(-c3ccccc3)o2)o1	3	89	-3.0	7	0	92	8	5	92
CCOC(=O)c1cc(-c2ccc(Cl)s2)[nH]n1	18	104	2.9	1	0	90	6	4	89

Continuation.
SMILES	VLA-4 inh	CR mimetic SO	MEX-5 binding	BCLXL inh	GLD-1 TGE inh	CIT2-GFP yeast	MCL1 BIM primary	GRK2 aptamer HTS	AGP1 TOR yeast
CC(=O)Nc1ccc(S(=O)(=O)Nc2nc3ccccc3nc2Nc2ccc(C(=O)O)c(O)c2)cc1	0	113	.	.	30	98	.	16	104
CCN1CCN(c2ccc(S(=O)(=O)N3CCCCC3)cc2N)CC1	0	109	.	6	-8	113	14	0	97
COCCNC(=O)C1(C)Oc2ccccc2NC1=O (centres undefined)	4	89	1.0	-2	-3	85	4	0	89
COc1ccc(N2CCN(C(=O)CNC(=O)c3ccc4ccccc4c3)CC2)cc1	-1	106	.	2	3	103	5	6	103
COC(=O)[C@]1(Cc2ccccc2)N[C@H](CN(C)S(=O)(=O)c2ccc(C(F)(F)F)cc2)[C@@H]2C(=O)N(Cc3ccccc3)C(=O)[C@@H]21	29	94	.	.	2	100	.	0	105
Cc1ccc(N2C(=O)c3ccc(C(=O)N4CCN(c5cccc(C)c5C)CC4)cc3C2=O)cc1	-4	69	1.5	-3	-5	91	-2	0	97
CC(C)(C)c1ccc(C(=O)NCC(=O)N/N=C/c2cccnc2)cc1	5	100	-0.6	2	-2	98	3	1	100
CC(C)CNC(=O)C1CCCN1S(=O)(=O)c1ccc(Cl)cc1 (centres undefined)	3	83	2.3	-3	0	104	-2	0	104
CC(C)CCNC(=S)Nc1ccc(F)cc1	6	113	0.3	8	-1	106	14	1	105
COc1ccc2nc(SCC(=O)NCCc3ccccc3)[nH]c2c1	-17	97	-0.9	1	1	96	2	4	114
NC(=O)NC(=O)CN1C(=O)NC2(CCOc3ccccc32)C1=O (centres undefined)	15	103	1.2	3	2	105	-4	0	109
CCO[C@@H]1OC(C(=O)O)=C[C@H](C2CC2)[C@H]1CCCO	-10	104	-1.8	-4	1	97	1	0	81
CCOC(=O)c1c(NC(=O)c2cc(C(C)C)on2)sc(C(C)=O)c1C	-2	104	0.3	2	6	97	5	2	100
Cc1nc2ncnn2c(N2CCC(C(=O)NCC3CCCO3)CC2)c1Cc1ccccc1 (centres undefined)	6	96	.	4	-2	107	-7	0	108
CCCCCCCCCCCCC(NC(C)=O)(C(=O)OCC)C(=O)OCC	7	111	-1.0	-1	12	109	4	23	95

Profiles, quoted from the list. Order of values: VLA-4 inh	CR mimetic SO	MEX-5 binding	BCLXL inh	GLD-1 TGE inh	CIT2-GFP yeast	MCL1 BIM primary	GRK2 aptamer HTS	AGP1 TOR yeast
Record of CN(CCc1ccccn1)C(=O)Nc1ccc(F)cc1 → 21	91	1.4	6	6	90	5	1	90
Record of Cc1nc2ncnn2c(N2CCC(C(=O)NCC3CCCO3)CC2)c1Cc1ccccc1 (centres undefined) → 6	96	.	4	-2	107	-7	0	108
Record of CC(C)CCNC(=S)Nc1ccc(F)cc1 → 6	113	0.3	8	-1	106	14	1	105

The main list resumes with the two entries that preceded the break.
SMILES	VLA-4 inh	CR mimetic SO	MEX-5 binding	BCLXL inh	GLD-1 TGE inh	CIT2-GFP yeast	MCL1 BIM primary	GRK2 aptamer HTS	AGP1 TOR yeast
Cc1nc2ncnn2c(N2CCC(C(=O)NCC3CCCO3)CC2)c1Cc1ccccc1 (centres undefined)	6	96	.	4	-2	107	-7	0	108
CCCCCCCCCCCCC(NC(C)=O)(C(=O)OCC)C(=O)OCC	7	111	-1.0	-1	12	109	4	23	95
CC(C)CC(=O)Nc1ncc([N+](=O)[O-])s1	8	86	-1.7	12	7	100	23	2	122
O=S(=O)(Cc1ccc(Cl)cc1)CC(O)COCc1ccccc1 (centres undefined)	27	115	-0.6	3	4	96	9	1	100
NC(=O)C1CCCN1 (centres undefined)	4	99	3.9	3	8	97	1	3	106
O=C1NC(c2cccs2)Nc2sc3c(c21)CCCC3 (centres undefined)	11	91	-1.4	8	1	93	22	2	98
O=C(NC1CC1)C1CCN(C2CCN(C(=O)CC3=CCCCC3)CC2)CC1	15	102	3.5	2	7	107	-5	0	105
Cc1ccc(S(=O)(=O)Nc2cc(=O)[nH]c(SCC(=O)Nc3ccccc3C(F)(F)F)n2)cc1	0	92	0.4	3	3	96	-1	2	63
CC(=O)c1cccc(NC(=O)C2CCCN(S(=O)(=O)c3cccc4nonc34)C2)c1 (centres undefined)	-4	97	-8.0	2	-9	96	0	1	93
COc1cccc2c3c(c(C)nc12)CCN3c1ccccc1	-2	88	2.5	0	-4	109	-7	0	112
COc1ccc(NS(=O)(=O)c2c(C)[nH]c(=O)[nH]c2=O)cc1OC	12	97	1.3	5	-10	97	7	0	96
COc1ccc(C(=O)NCC(=O)OCC(=O)N(C)c2ccccc2)cc1	0	99	-1.3	-1	-4	100	-3	0	110
COc1cc(C(=O)OC(C)CN2CCN(C)CC2)cc(OC)c1OC (centres undefined)	4	87	-1.4	5	2	95	-1	0	109
CCOC(=O)C1=C(COC(=O)/C=C/c2cccc(F)c2)NC(=O)NC1C (centres undefined)	0	114	.	.	0	102	.	3	101
COc1ccc(O)c(/C=N/NC(=O)CCC(=O)Nc2ccc(C)cc2)c1	18	107	-0.9	4	-3	95	9	1	94
O=C1c2cccnc2C(O)N1Cc1ccc(F)cc1 (centres undefined)	-11	115	0.6	1	7	98	1	2	103
CCN(CCNC(=O)C1CCCN(S(=O)(=O)CC)C1)c1ccccc1 (centres undefined)	7	82	-0.9	12	0	107	10	0	106
Cn1cccc1-c1cc(C(=O)N/N=C/C=C/c2ccccc2)[nH]n1	-2	109	0.3	1	-8	90	2	4	94
O=C(Cc1c(F)cccc1Cl)Nc1ccccc1-c1ccccc1	8	100	-0.5	5	2	101	9	1	102
O=C(CN(Cc1ccccc1)C(=O)CSc1nnc(COc2ccccc2)o1)NC1CCCC1	18	108	0.0	5	7	94	8	0	.
COc1cccc2cc(-c3csc(CCn4nc(C)cc4C)n3)c(=O)oc12	-2	96	2.1	1	0	93	7	1	99
CCOC(=O)c1c(NC(C)=O)sc2c(OCC(O)CN(CC)CC)c(Br)ccc12 (centres undefined)	-3	102	-0.7	1	6	107	7	0	108
CNc1nc(Nc2ccc(Br)cc2)nc(N)c1[N+](=O)[O-]	-1	99	-1.3	4	-2	106	1	0	101
CN(CCO)c1ccc(C(C(=O)c2ccccc2)c2ccc(N(C)CCO)cc2)cc1	-14	96	2.9	11	-1	91	18	0	90
COc1cc(OC)cc(-c2nnc(NC(=O)c3ccc4c(c3)OCCO4)o2)c1	7	124	-0.8	4	3	97	8	1	92
CCCCN(C(=O)CCC(=O)O)C1CC(=O)N(c2ccc(OCCC)cc2)C1=O (centres undefined)	-1	100	0.8	1	-2	86	2	2	88
O=[N+]([O-])c1ccccc1N/N=C/c1cccc(O)c1O	-4	105	-1.6	8	6	106	12	4	102
Fc1ccccc1CSc1nnc(-c2ccccc2)o1	-1	79	1.1	1	1	97	2	0	92
C(=N\Nc1ccc2ccccc2n1)/c1ccc2c(c1)OCO2	-3	87	-0.5	-1	-7	99	7	2	98
COC(=O)c1ccc(-n2c(C)cc(C(=O)CSc3cccc[n+]3[O-])c2C)cc1	0	108	-0.1	7	3	91	7	0	104
Cc1cc(NC(=O)CSc2nnc(-c3ccoc3C)n2N)no1	9	105	-0.1	0	-1	97	2	2	97
O=C(Nc1cc(-c2nc3ccccc3s2)ccc1Cl)c1ccc2c(c1)OCO2	0	88	-1.8	0	-3	86	-2	2	99
CC(C)NC(=O)c1onc(CSc2ccc(Cl)cc2)c1C(=O)O	.	.	1.6	6	9	.	6	.	.
Cc1ccccc1-n1sc2cc(F)ccc2c1=O	4	92	.	10	8	98	9	6	92
Cc1sc2ncnc(SCC(=O)Nc3cccc(S(N)(=O)=O)c3)c2c1C	6	113	.	.	1	99	.	2	96
